# Screening data: PubChem, National Center for Advancing Translational Sciences (NCATS)
# TrxR1 substrate: substrates of rat thioredoxin reductase 1 | O89049 | purified TrxR1 substrate turnover, NADPH consumption readout | Potency, µM (doses to about 114 µM), without a hit: top-dose activity change, negative = substrate turnover | 390,000 tested, 0.01% active; note: potency is the fitted concentration of half-maximal effect; % is set by controls: 0 for no effect and ±100 for the full control effect; nearly all actives have a fitted effect of over 50% in size
# Target sequence (O89049 whole entry, looked up): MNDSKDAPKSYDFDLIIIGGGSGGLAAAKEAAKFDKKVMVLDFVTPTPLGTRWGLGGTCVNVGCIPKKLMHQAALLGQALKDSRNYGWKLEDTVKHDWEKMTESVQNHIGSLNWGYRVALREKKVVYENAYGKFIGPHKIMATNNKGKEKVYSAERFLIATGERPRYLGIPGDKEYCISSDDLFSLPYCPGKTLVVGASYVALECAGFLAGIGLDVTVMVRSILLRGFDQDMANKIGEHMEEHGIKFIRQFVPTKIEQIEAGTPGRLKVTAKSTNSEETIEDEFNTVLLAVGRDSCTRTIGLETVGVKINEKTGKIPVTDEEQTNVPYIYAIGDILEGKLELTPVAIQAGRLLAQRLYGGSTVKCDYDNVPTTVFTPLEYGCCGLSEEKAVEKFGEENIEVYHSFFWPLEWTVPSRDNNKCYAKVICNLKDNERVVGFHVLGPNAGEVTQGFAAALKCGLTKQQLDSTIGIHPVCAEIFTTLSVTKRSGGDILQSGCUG
#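 Rat TrxR1, dispensed at 90 nM, was prereduced with 400 uM NADPH (final) for 5 min at ~22 deg C, then incubated with compound 15 min before 400 uM selenite. A first-read NADPH fluorescence drop versus no-compound background flagged substrates.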
# D2 antag: antagonists of human D2 dopamine receptor. AID 485344. 340,000 tested, 2% active. inhibition, % at 10 µM. P14416. HEK293 TREx D2 cells, calcium flux, dopamine EC80; in the data active = inhibition above about 30%; note: 0% is about no effect
# Target sequence (P14416 whole entry, looked up): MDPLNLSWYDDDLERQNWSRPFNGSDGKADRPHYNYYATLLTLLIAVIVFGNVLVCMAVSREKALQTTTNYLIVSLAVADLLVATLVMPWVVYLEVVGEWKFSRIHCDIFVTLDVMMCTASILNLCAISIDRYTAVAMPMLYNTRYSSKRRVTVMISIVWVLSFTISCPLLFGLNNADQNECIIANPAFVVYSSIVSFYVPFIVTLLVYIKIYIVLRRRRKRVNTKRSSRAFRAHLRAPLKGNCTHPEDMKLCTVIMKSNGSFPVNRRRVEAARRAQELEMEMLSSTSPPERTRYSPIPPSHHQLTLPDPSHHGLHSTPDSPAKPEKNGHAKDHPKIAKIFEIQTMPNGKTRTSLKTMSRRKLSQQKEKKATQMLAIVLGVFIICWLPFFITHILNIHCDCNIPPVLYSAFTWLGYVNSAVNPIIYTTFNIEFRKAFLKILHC
#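 Inhibition of EC80 dopamine-driven calcium flux, recorded kinetically, defines activity here; cells are a tetracycline-induced HEK293 T-REx line expressing force-coupled D2.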
# PI4K2A block: blocks human PI4K2A kinase activity; activity change, negative = inhibition, % at 76.9 µM; Q9BTU6; AID 1346378; purified PI4K2A, ADP-Glo luminescence, 1 h; active compounds read low; 420,000 tested, 0.13% active; in the data active = activity change below about -50%; inconclusive = mostly about -30% to -49%;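 note: -100% = wells without enzyme as full effect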
#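 Compounds are screened against recombinant PI4K2A using PI as substrate and ATP, the latter dispensed at 300 microM. Reactions run one hour at ambient temperature before ADP-Glo detection; full inhibition defined by wells lacking enzyme.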
# TRHR agonist: TRH receptor (human) agonism; TRHR cells, calcium flux fluo-8, FDSS agonist mode; activation, % at 2 µM; 360,000 tested, 0.18% active; AID 493084; in the data active = activation above about 30%; note: 0% is about no effect
#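 Steps: seed TRHR cells overnight; add fluo-8 no-wash Ca dye, RT 30 min–1.5 h; record 10 s baseline; pin-transfer compounds; monitor fluorescence 1 cycle/s for the agonist window. Calcium increases flag candidate agonists.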
# USP1 inh: USP1/UAF1 (human) deubiquitinase inhibition | recombinant USP1/UAF1, Ub-Rhodamine cleavage fluorescence | O94782 | Potency, µM (doses to about 57.1 µM), for the others: at the highest dose activity change, negative = inhibition, actives largely listed as inhibitors | 390,000 tested, 0.23% active; note: potency is the fitted concentration of half-maximal effect; % is set by controls: 0 for no effect and ±100 for the full control effect; nearly all actives have a fitted effect of over 60% in size; inactives centre near -12
#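 High-throughput fluorogenic screen: 1nM USP1/UAF1 complex, Ub-Rho substrate 150nM final, 50mM HEPES pH 7.8 with 0.5mM EDTA, 0.1 mg/ml BSA, 1mM TCEP and 0.01% Tween-20.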
# rTrxR1 inhibitor: rat TrxR1 inhibition; AID 588453; 390,000 tested, 1% active; O89049; recombinant rTrxR1, NADPH fluorescence consumption, selenite substrate; Potency, µM (doses to about 114 µM), without a hit: at the top dose activity change, negative = inhibition, most hits filed as inhibitors; note: potency is the fitted concentration of half-maximal effect; % is set by controls: 0 for no effect and ±100 for the full control effect; nearly all actives have a fitted effect of over 65% in size
#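 Rat TrxR1 (90 nM in the dispensed reagent) was pre-reduced with 400 uM NADPH for 5 min at room temperature, then incubated with compound for 15 min. After 400 uM selenite was added, NADPH fluorescence (Ex 340/Em 450 nm) was followed for 8 min.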
# TRHR PAM: allosterically enhances the human TRH receptor | TRHR cells, fluo-8 calcium fluorescence, EC20 TRH enhancement | 360,000 tested, 0.66% active | enhancement, % at 2 µM | AID 493056 | P34981; in the data active = enhancement above about 30%; note: 0% is about no effect
#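 Enhancer read-out: after compound pinning and an initial kinetic agonist-mode read, an EC20 of TRH (10 nM final) was injected and fluo-8 calcium signal (Ex 480/Em 530) followed at 1 s/cycle for 100 cycles in TRHR-expressing cells.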
# mIDH1 inhibitor: blocks human mutant IDH1 R132H enzyme. O75874. IDH1-R132H enzyme, NADPH consumption, diaphorase/resazurin fluorescence. Potency, µM (doses to about 76.6 µM), for the others: top-dose activity change, negative = inhibition, most hits filed as inhibitors. 390,000 tested, 0.093% active. AID 602179; note: potency is the fitted concentration of half-maximal effect; % is set by controls: 0 for no effect and ±100 for the full control effect; nearly all actives have a fitted effect of over 65% in size
#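 IDH1-R132H (0.5 ug/mL dispensed) in pH 7.5 Tris buffer was preincubated 30 min with compound, then given a substrate mix of 0.016 mM NADPH and 2 mM alpha-KG for 80 min at room temperature; remaining NADPH was read by diaphorase/resazurin fluorescence.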
# D2 agonist: agonists of human D2 dopamine receptor | P14416 | HEK293 T-REx D2 cells, calcium flux agonist mode | activation, % at 2 µM | 340,000 tested, 0.53% active;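 active = activation over 3 SD above normal in the single-dose calcium agonist read, cut at about 30% in these data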; note: 0% is about no effect
#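 Tetracycline-induced HEK293 Trex cells with D2 receptor force-coupled to calcium signaling, plated overnight at 30 C and loaded with no-wash calcium dye. Calcium flux read kinetically for 180 s after compound addition; responses flag agonists.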
# * = called active by the depositor; ? = inconclusive; nt = no result given; & = joins results of further samples; [ ] = dose if it differs, or a comment. Unless noted, calls come from the whole dose curve; as a rule, active = well fitted inhibition curve with a large enough effect; inconclusive = small, poorly fitted or top-dose-only effect; inactive = no such curve, though single readings can be large or run the other way.
item	SMILES	TrxR1 substrate	D2 antag	PI4K2A block	TRHR agonist	USP1 inh	rTrxR1 inhibitor	TRHR PAM	mIDH1 inhibitor	D2 agonist
1	CCC(C)(C)NCC(=O)Nc1ccc(OC(F)(F)F)cc1	-4%	-1	6	1.1	-10%	7%	0	9%	1.2
2	CC(CS(=O)(=O)c1cccc2cccnc12)N1CCCCC1 (stereo unspecified)	7%[57.1 µM]	-5	-4	0.1	-17%	-69%	1	-1%	-1.6
3	Cc1cccc(C)c1N=Cc1c(O)n(-c2nccs2)c(=O)c2ccccc12	3%[57.1 µM]	4	6	0.2	-10%	10%[57.1 µM]	2	1%	1.3
4	CC(C)(C)NC(=O)C(c1ccncc1)N(Cc1cccs1)C(=O)c1csnn1 (stereo unspecified)	-1%[0.0914 µM]	-3	0	-0.2	-13%	17%[0.0914 µM]	-3	4%	1.1
5	Clc1ccc(Cl)c2sc(N3CCOCC3)nc12	10%[57.1 µM]	nt	0	nt	-20%	12%[57.1 µM]	nt	3%	nt
6	COc1ccccc1Nc1ncnc2c1c(C)c(C)n2CCCN(C)C	-3%	-7	1	-1.4	-9%	13%	6	8%	-1.4
7	COc1cc(NC(=O)c2ccccc2)cc(OC)c1	-1%	-7	-1	-0.3	-18%	-6%	-13	2%	-0.2
8	COc1ccc(CCn2c(=N)c(C(=O)NCCN3CCOCC3)cc3c(=O)n4ccccc4nc32)cc1OC	-9%	-6	2	0.1	-21%	0%	5	-6%	0.0
9	Cc1nc(NC(C)c2ccccc2)c2c3c(sc2n1)CCC3 (stereo unspecified)	-3%	16	-3	-0.2	-3%	2%	-3	-3%	-0.8
10	CCOc1cc(OCC)nc(S(C)(=O)=O)n1	-5%	13	4	-0.1	-17%	-3%	-2	8%	2.3
11	COc1ccccc1OCCNC(=O)c1ccc(NC(=O)CC2SC(N3CCCC3)=NC2=O)cc1 (stereo unspecified)	-12%	nt	4	nt	4%	-12%	nt	-7%	nt
12	CN1CCN(c2cc(C(F)(F)F)nc3ccc(F)cc23)CC1	2%	-14	4	0.6	-19%	13%	-4	10%	0.4
13	CCCN(C1CCS(=O)(=O)C1)S(=O)(=O)c1ccc2ccccc2c1 (stereo unspecified)	-1%	-11	0	0.0	-23%	15%	-2	-15%	0.1
14	N#Cc1ccc(C(=O)Nc2cc(C3CC3)nn2-c2ccccc2)cc1	11%[57.1 µM]	-3	3	0.0	-8%	32%[57.1 µM]	2	7%	0.1
15	CCSc1nc(N)c(NC(=O)c2ccc(Br)o2)c(=O)[nH]1	-9%	14	-2	0.6	-6%	-16%	4	3%	0.2
16	Nc1nnc(SCC(=O)Nc2nnc(-c3ccccc3)o2)s1	-3%	3	-7	-0.4	-8%	4%	-4	-2%	-0.1
17	CCCc1cnc(N2CCN(C(=O)c3c(-c4ccccc4)noc3C)CC2)nc1	5%	6	0	0.1	-12%	10%[57.1 µM]	-2	4%	0.0
18	Cc1ccc(S(=O)(=O)Nc2ccc(S(=O)(=O)NC(C)(C)C)cc2)cc1	-6%	-4	-2	0.4	-5%	12%	-3	12%	-1.0
19	O=C(c1ccccc1Br)N1CCN(c2ccccn2)CC1	5%[57.1 µM]	-28	1	0.7	-16%	-1%	3	4%	2.6
20	CCC(=O)N1CCCc2cc(S(=O)(=O)Nc3ccc(C)c(C)c3)ccc21	-10%	nt	-2	-0.2	-12%	-1%	-4	-2%	0.0
21	COc1ccc(N2CCN(C3CCCN(S(=O)(=O)c4ccc(C)cc4C)C3)CC2)cc1 (stereo unspecified)	0%	23	-2	-0.2	-16%	-5%	-2	11%	-0.6
22	CCOC(=O)c1c(-c2ccco2)csc1NC(=O)COC(=O)c1cnc(C)cn1	-5%	4	-22	0.1	-15%	?	3	6%	-0.5
23	CC1CN(Cc2nc3c(c(=O)[nH]c(=O)n3C)n2CC(N)=O)CC(C)O1 (stereo unspecified)	7%	3	0	1.1	-22%	14%	17	17%	1.3
24	COc1cc(OC)cc(N2C(=O)CSCC2=O)c1	-5%	-2	4	0.7	-4%	5%	2	-10%	0.8
25	O=C(COC(=O)c1ncc(Cl)c(Cl)c1Cl)NC(=O)NCc1ccccc1	-2%	-6	4	-0.2	-21%	3%	1	-3%	4.2

# An excerpt of these results, with two lines to a compound:
# Results follow in this order: TrxR1 substrate | D2 antag | PI4K2A block | TRHR agonist | USP1 inh | rTrxR1 inhibitor | TRHR PAM | mIDH1 inhibitor | D2 agonist
[8] COc1ccc(CCn2c(=N)c(C(=O)NCCN3CCOCC3)cc3c(=O)n4ccccc4nc32)cc1OC
    -9% | -6 | 2 | 0.1 | -21% | 0% | 5 | -6% | 0.0
[9] Cc1nc(NC(C)c2ccccc2)c2c3c(sc2n1)CCC3 (stereo unspecified)
    -3% | 16 | -3 | -0.2 | -3% | 2% | -3 | -3% | -0.8

# The list continues.
item	SMILES	TrxR1 substrate	D2 antag	PI4K2A block	TRHR agonist	USP1 inh	rTrxR1 inhibitor	TRHR PAM	mIDH1 inhibitor	D2 agonist
26	COc1ccc2oc(C(=O)OCC(=O)Nc3cc(S(=O)(=O)N4CCOCC4)ccc3C)c(C)c2c1	17%[57.1 µM]	nt	-1	0.0	-24%	11%[57.1 µM]	1	-8%	nt
27	Cc1ccc(-n2c(C)cc(C(=O)CSc3nnnn3C)c2C)cc1	-6%	nt	2	-1.1	-18%	-4%	-1	18%	nt
28	c1ccc(-c2cc3c(N4CCN(c5ncccn5)CC4)ncnc3s2)cc1	33%	6	7	-0.9	-3%	29%[57.1 µM]	3	-5%	-0.3
29	COc1ccc(CCNC(=O)c2cc3c(-c4ccc(OC)c(OC)c4)nn(C)c3s2)cc1OC	39%[activator]	nt	-6	-0.7	?	41%[activator]	2	11%	-0.5
30	Cc1cc(C)c(C(=O)NNC(=O)c2cccnc2)c(C)c1	7%	-13	3	0.9	-11%	23%	1	-5%	1.5
31	Cc1cccc(NC(=O)c2oc(=O)c3ccccc3c2-c2ccccc2)c1C	-9%	5	2	0.9	-15%	-11%	-3	3%	-2.5
32	COc1ccc(C(=O)Nc2nncs2)c(OC)c1	8%[57.1 µM]	0	-2	0.4	-14%	19%[57.1 µM]	9	-3%	2.2
33	Cc1ccc(C)c(Cn2c(=O)n(CCCC(=O)NCc3ccco3)c(=O)c3ccccc32)c1	4%[57.1 µM]	1	-1	-2.1	-15%	4%[57.1 µM]	10	4%	-0.4
34	Cc1ccc(C)c(-c2[nH]c3c(c2-c2c(-n4cccc4)n(C)c(=O)n(C)c2=O)c(=O)n(C)c(=O)n3C)c1	0%	nt	-1	0.3	-8%	16%	-1	-4%	1.4
35	CCCCCCCCN1[C@@H](CC(=O)OCC)c2cc(F)ccc2S1(=O)=O	-4%&-17%	nt	3	nt	-16%	9%&1%	nt	13%	nt
36	O=C(O)CC(c1cccc(C(F)(F)F)c1)N1CCS(=O)(=O)CC1 (stereo unspecified)	1%	11	1	-0.7	-7%	15%	-5	-5%	0.3
37	O=C(Cn1cnc2ccccc2c1=O)c1cccs1	5%	3	-3	0.6	-10%	6%	-12	6%	-0.4
38	O=c1c2cccc3c2c(nn1CN1CCOCC1)-c1ccccc1-3	8%	-12	-6	-1.1	-9%	-1%	10	2%	-2.3
39	O=C(Cn1ccccc1=O)c1ccc(Cl)cc1	6%	-2	2	0.2	-16%	10%	18	4%	0.1
40	Cc1ccc(C(=O)CC(C(=O)O)n2cnc([N+](=O)[O-])n2)cc1 (stereo unspecified)	-7%	11	-6	0.3	-26%	32µM*	-5	-4%	0.1
41	O=c1c2c3c(sc2n(CCN2CCCC2)c(=O)n1Cc1ccccc1)CCCCC3	-9%	-13	2	0.2	-3%	5%	0	-3%	-0.6
42	COCCCNC(=S)Nc1ccccc1[N+](=O)[O-]	1%[57.1 µM]	4	3	-1.8	-25%	12%[57.1 µM]	-6	-3%	0.6
43	Cc1ccc(C)c(NC(=O)c2ccc(=O)n(Cc3ccc(F)cc3)c2)c1	-3%[57.1 µM]	nt	1	0.3	?	6%[57.1 µM]	-1	-3%	0.3
44	CC1CCN(S(=O)(=O)c2ccc3c(c2)c(=O)c(C(=O)N2CCOCC2)cn3C)CC1	-7%	7	-1	0.1	-2%	-1%	-1	7%	0.8
45	COc1ccc(/C=C/C(=O)NC(=S)NNC(=O)c2cccs2)cc1	-9%	nt	-3	1.6	-10%	-1%	-1	9%	nt
46	COc1ccccc1-n1nnnc1SCC(=O)NC1CCCCC1	2%	-8	6	0.1	-19%	15%	-2	10%	-0.4
47	CS(=O)(=O)N(CC(=O)NCc1ccccc1Cl)C1CCCCC1	-5%	-40	4	0.4	-6%	5%[57.1 µM]	4	-6%	-0.7
48	Cc1ccc(Cn2c(C(=O)NCCCN3CCOCC3)cc3sccc32)cc1	-2%	-1	4	0.3	-8%	-28%	-1	2%	0.4

# Complete entries from above. Order of values: TrxR1 substrate | D2 antag | PI4K2A block | TRHR agonist | USP1 inh | rTrxR1 inhibitor | TRHR PAM | mIDH1 inhibitor | D2 agonist
# `Cc1cccc(C)c1N=Cc1c(O)n(-c2nccs2)c(=O)c2ccccc12` reads 3%[57.1 µM] | 4 | 6 | 0.2 | -10% | 10%[57.1 µM] | 2 | 1% | 1.3
# `COc1ccccc1-n1nnnc1SCC(=O)NC1CCCCC1` reads 2% | -8 | 6 | 0.1 | -19% | 15% | -2 | 10% | -0.4
# `CS(=O)(=O)N(CC(=O)NCc1ccccc1Cl)C1CCCCC1` reads -5% | -40 | 4 | 0.4 | -6% | 5%[57.1 µM] | 4 | -6% | -0.7

# Looked up above.
# `Cc1ccc(-n2c(C)cc(C(=O)CSc3nnnn3C)c2C)cc1` in TRHR PAM is listed with -1
# `CCCCCCCCN1[C@@H](CC(=O)OCC)c2cc(F)ccc2S1(=O)=O` in rTrxR1 inhibitor is listed with 9%&1%
